TRPC4 inh: blocks the mouse TRPC4 cation channel; 0.39% of 300,000 active; B-score at 10 µM; AID 2247; Q9QUQ5; HEK293 TRPC4beta/mu-opioid, DAMGO-evoked Fluo4 calcium flux; hits give low values;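 active = B-score over 3 SD under the library average, no early fluorescence shift, positive overall ratio signal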
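Assay system: HEK293 cells with stable TRPC4beta plus mu-opioid receptor expression; Probe or stimulus: DAMGO in two steps, submaximal then maximal; Dosing: single-point compound dosing; Measured by: Fluo4 calcium-dye fluorescence, kinetic read; Read-out basis: B score from integrated Fluo4 fluorescence ratio.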
TRPC6 activator: mouse TRPC6 channel activation. AID 2550. B-score at 10 µM. 0.13% of 310,000 active. HEK293-TRPC6 membrane potential dye fluorescence; hits give high values;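 active = B-score of the integrated fluorescence ratio above library mean plus 3 SD, and starting fluorescence ratio within library mean plus 5 SD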;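 note: higher score means more depolarization so channel activation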
Target sequence (Q61143 whole entry, looked up): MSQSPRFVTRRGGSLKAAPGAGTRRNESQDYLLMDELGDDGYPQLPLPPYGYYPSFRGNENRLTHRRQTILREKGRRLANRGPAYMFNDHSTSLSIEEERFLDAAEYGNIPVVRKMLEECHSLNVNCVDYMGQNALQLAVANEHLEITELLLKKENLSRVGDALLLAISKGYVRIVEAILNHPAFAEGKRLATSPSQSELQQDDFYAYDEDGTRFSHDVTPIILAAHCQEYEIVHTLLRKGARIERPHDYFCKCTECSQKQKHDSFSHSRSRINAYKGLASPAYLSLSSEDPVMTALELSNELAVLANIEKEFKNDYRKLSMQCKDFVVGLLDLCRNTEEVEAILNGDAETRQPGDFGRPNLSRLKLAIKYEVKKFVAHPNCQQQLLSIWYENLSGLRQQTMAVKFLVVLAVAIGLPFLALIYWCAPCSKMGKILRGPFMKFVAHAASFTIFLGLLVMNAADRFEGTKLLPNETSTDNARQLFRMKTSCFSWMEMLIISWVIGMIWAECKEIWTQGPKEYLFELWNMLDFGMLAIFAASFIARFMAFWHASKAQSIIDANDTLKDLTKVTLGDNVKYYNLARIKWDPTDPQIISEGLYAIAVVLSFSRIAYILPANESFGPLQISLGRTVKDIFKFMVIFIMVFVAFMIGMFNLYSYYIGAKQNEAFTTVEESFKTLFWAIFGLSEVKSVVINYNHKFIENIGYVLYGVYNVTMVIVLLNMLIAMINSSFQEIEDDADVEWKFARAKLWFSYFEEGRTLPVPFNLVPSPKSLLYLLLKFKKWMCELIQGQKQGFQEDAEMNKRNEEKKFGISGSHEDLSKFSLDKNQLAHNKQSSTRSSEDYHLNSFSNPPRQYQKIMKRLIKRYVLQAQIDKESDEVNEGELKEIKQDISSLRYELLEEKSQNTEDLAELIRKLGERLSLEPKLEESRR
SKKanGAS inh: inhibitors of SKKanGAS S. pyogenes growth in kanamycin (SK-promoter or general growth effect); inhibition, % at 7.5 µM; BacTiter-Glo, 6 h; AID 1662; 1.3% of 300,000 active;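 active = mean replicate score, as percent of positive control median, at least 50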;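 note: strain carries kanamycin resistance gene driven by streptokinase promoter and grows in 40 µg/ml kanamycin; loss of luminescence reflects streptokinase promoter inhibition or plain growth inhibition; 0% = median of DMSO wells and 100% = positive control at its reference dose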
MrgX1 antagonist: blocks BAM8-22 activation of human MrgX1 receptor; Q96LB2; MRGX1-HEK293 calcium flux, Fluo-4, BAM8-22 antagonism; hits give low values; B-score at 10 µM; 1.3% of 310,000 active;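 active = calcium-response B-score plate-corrected more than 3 library SD below zero, starting fluorescence within 5 deviations, no agonist response on first addition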;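 note: peak minus trough fluorescence over baseline after final BAM8-22 challenge near maximal dose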
MrgX1 ag: agonists of human MrgX1 receptor. 0.44% of 310,000 active. MrgX1-HEK293 cells, Fluo-4 calcium fluorescence, agonist mode; hits give high values. B-score at 10 µM;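 active = calcium response B-score plate-corrected fluorescence ratio at least 3 library SD, with starting fluorescence B-score inside 5 SD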
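times = overnight plating, then 30 min 37 °C plus 30 min room-temperature dye loading | assay system = stable human MrgX1 HEK293 cell line | input = fifteen thousand cells per well | signal = kinetic calcium dye fluorescence, Fluo-4 NW | dosing = compound delivered in addition one of three | read-out = B-scored fluorescence response ratio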
TMEM16A act: activates or potentiates the mouse TMEM16A chloride channel | HEK293 TMEM16A/YFP-H148Q/I152L, iodide quench fluorescence; hits give low values | B-score at 10 µM | 0.3% of 340,000 active | AID 623877;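 active = fluorescence-ratio B-score plate-corrected deviation score at least 3 library SD below zero, with starting fluorescence score within 5 deviations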;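 note: channel opened by trigger with iodide after compound preincubation; score built on the fluorescence ratio of max minus min over baseline; more negative score means more quench and so TMEM16A activation or potentiation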
MrgX1 PAM: human MrgX1 positive allosteric modulation, primary screen. Q96LB2. MrgX1-HEK293, Fluo-4 calcium flux, FDSS; hits give high values. B-score at 10 µM. 0.63% of 310,000 active;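 active = plate-corrected calcium response at least 3 library SD above typical, normal starting fluorescence, not activating the receptor alone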;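 note: compound read alongside a low EC10 to EC30 dose of BAM8-22 agonist; peak minus trough fluorescence over baseline measured at the second addition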
TRPC4 potent: allosterically enhances the mouse TRPC4 cation channel; HEK293 TRPC4beta/mu-opioid, DAMGO EC20, Fluo-4 Ca2+ flux; hits give high values; B-score at 10 µM; Q9QUQ5; 0.42% of 310,000 active;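 active = B-score of calcium response area above 5 SD of library B-scores, with initial fluorescence ratio within 5 SD of library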;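 note: B-score of integrated fluorescence ratio over time as area under calcium response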
TRPC4 act: activators of mouse TRPC4 channel. HEK293 TRPC4beta/mu-opioid, Fluo4 calcium fluorescence; hits give high values. B-score at 10 µM. 0.49% of 310,000 active;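 active = B-score above 5 SD of library B-scores, and initial fluorescence ratio not above library mean plus 5 SD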;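 note: positive B-score marks a calcium rise read as TRPC4 activation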
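Assay system: HEK293 stable line with TRPC4beta plus mu-opioid receptor; schedule: 45 min room-temperature Fluo4 loading, 110 s read; technique: kinetic Fluo4 calcium fluorescence; evaluation: integrated baseline-normalised fluorescence ratio, converted to per-well B score; controls: buffer (low) and maximal DAMGO (high)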
TRPC6 inh: mouse TRPC6 channel inhibition | Q61143 | HEK293-TRPC6, membrane potential dye, ACh-evoked depolarization; hits give low values | B-score at 10 µM | 1.1% of 310,000 active;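 active = B-score under library mean minus 3 SD, initial fluorescence not abnormally high, positive integrated signal ratio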;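 note: B-score derived from integrated fluorescence ratio over the kinetic read; more negative B-score means stronger inhibition of depolarization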
ANO1 block: mouse TMEM16A channel inhibition, primary screen. 1.2% of 310,000 active. AID 588511. normalized B-score (activity score, 25-100; higher = stronger inhibition) at 10 µM. HEK293 TMEM16A/YFP iodide influx fluorescence, ionomycin;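 active = ratio plate-corrected score three or more library SD toward inhibition, starting fluorescence score within five deviations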;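 note: score derived from kinetic fluorescence span divided by baseline fluorescence per well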
Numbers without * were called inactive; i = inactive; x = no result given.

SMILES | TRPC4 inh | TRPC6 activator | SKKanGAS inh | MrgX1 antagonist | MrgX1 ag | TMEM16A act | MrgX1 PAM | TRPC4 potent | TRPC4 act | TRPC6 inh | ANO1 block
CC1CCN(CC(=O)N2CC(=O)Nc3ccccc32)CC1 | i | i | 5 | i | i | i | i | i | i | i | i
Cn1cc(-c2nc3ccccc3[nH]2)c2ccccc21 | -6* | i | 0 | i | i | i | i | i | i | i | i
C/C(=N\O)C1(C)N(O)C(C)(C)C(c2ccco2)=[N+]1[O-] (stereo unspecified) | i | i | 4 | i | i | i | i | i | i | i | i
CCCCN(CCCC)CCCNC(=O)CN1C(=O)COc2ccc(S(=O)(=O)N3CCC(C)CC3)cc21 | i | i | -1 | i | i | i | i | i | i | i | i
CS(=O)(=O)N(Cc1ccc(C(=O)Nc2ccccc2Sc2ccccc2)cc1)c1ccccc1 | i | i | 0 | i | i | i | i | i | i | i | i
N#CC1=C2N=C(N)c3ccccc3N2C2=C(C(=O)CCC2)C1c1ccc(F)cc1 (stereo unspecified) | i | i | 3 | i | i | i | i | i | i | i | i
C=CCNC(=O)/C=C/c1c(F)cccc1Cl | i | i | 1 | i | i | i | i | i | i | i | i
Cc1cc(N2CCOCC2)n2nc(C)c(-c3ccccc3)c2n1 | x | x | x | i | i | i | i | x | x | x | i
COc1ccc(N(CC(=O)NC2CCCCC2)C(=O)CCC(=O)Nc2nc(C)cs2)cc1 | i | i | -7 | i | i | i | i | i | i | i | i
COC(=O)CN(c1ccccc1)S(=O)(=O)c1cc(Br)ccc1OC | i | i | 3 | i | i | i | i | i | i | i | i
O=C(Cn1nc(-c2ccccc2Cl)ccc1=O)Nc1ccccc1-c1ccccc1 | i | i | -7 | i | i | i | i | i | i | i | i
COc1ccc(C(=O)C2CCCN(S(=O)(=O)c3ccc(C(C)=O)cc3)C2)c(C)c1 (stereo unspecified) | i | i | 7 | i | i | i | i | i | i | i | 25*
CCOc1ccccc1NC(=O)/C=C/c1ccccc1[N+](=O)[O-] | i | i | 11 | i | i | i | i | i | i | i | i
COc1ccc(NC(=S)N/N=C/c2cccn2Cc2ccccc2F)cc1 | i | i | 11 | i | i | i | i | i | i | i | i
Cc1ccc([N+](=O)[O-])cc1NC(=O)Cc1ccc(F)cc1 | i | i | 5 | i | i | i | i | i | i | i | i
CCC(=O)Nc1ccc(C(=O)N/N=C/c2ccc([N+](=O)[O-])cc2)cc1 | i | i | 3 | i | i | i | i | i | i | i | i
CCOC(=O)C(NC(=O)CC)(Nc1cc(C)on1)C(F)(F)F (stereo unspecified) | x | x | 1 | i | i | i | i | x | x | x | i
O=C(Nc1nnc(C2CC2)s1)C1CC(=O)N(c2ccc3c(c2)OCCO3)C1 (stereo unspecified) | i | i | 2 | i | i | i | i | i | i | i | i
Cc1ccc(C)c(N(C)C(=O)COc2cc(=O)n(C)c3ccccc23)c1 | i | i | -7 | i | i | i | i | i | i | i | i
COc1ccc2[nH]c(=O)c(C3c4cc(OC)c(OC)cc4CCN3C(=O)c3ccco3)cc2c1 (stereo unspecified) | i | i | 3 | i | i | i | i | i | i | i | i
O=c1c2ccccc2[nH]c(=S)n1CCCN1CCC(Cc2ccccc2)CC1 | i | i | 1 | i | i | i | i | i | i | -5.9* | i
CCCc1[nH]nc2c1C(c1ccc(OC)c(Cn3nnc4ccccc43)c1)C(C#N)=C(N)O2 (stereo unspecified) | i | i | 7 | i | i | i | i | i | i | i | i
CC(C)CNc1nnnc2c1sc1nc(N3CCOCC3)c3c(c12)CC(C)(C)SC3 | i | i | 23 | i | i | x | i | i | i | i | i
CCCN1CCC(Oc2cccc(C(=O)NCCc3ccccc3)c2)CC1 | i | i | 2 | i | i | i | i | i | i | i | i
CCOCCn1c(N2CCCC2)nc2c1c(=O)n(C)c(=O)n2C | i | i | -1 | i | i | i | i | i | i | i | i
Remaining list, next part
SMILES | TRPC4 inh | TRPC6 activator | SKKanGAS inh | MrgX1 antagonist | MrgX1 ag | TMEM16A act | MrgX1 PAM | TRPC4 potent | TRPC4 act | TRPC6 inh | ANO1 block
O=C(N/N=C/c1cccnc1)c1[nH]ncc1Br | i | i | 3 | i | i | i | i | i | i | i | i
CCCCCN(C(=O)CCC(=O)OCC(=O)N(CC)c1ccccc1)c1c(N)n(CCCC)c(=O)[nH]c1=O | i | i | -2 | i | i | i | i | i | i | i | i
O=C(COC(=O)c1ccccc1Sc1ccc(C(F)(F)F)cc1[N+](=O)[O-])NC(=O)NC1CCCC1 | i | i | 10 | i | i | i | i | i | i | i | i
CC(C)=C(NC(=O)c1ccccc1)C(=O)N1CCOCC1 | i | i | -3 | i | i | i | i | i | i | i | i
CCCN1CCN(C(=O)c2ccc3nc(CC)c(CC)nc3c2)CC1 | i | i | 5 | i | i | i | i | i | i | i | i
COc1ccccc1N=CC=C1OC(C)(C)C(C)(C)O1 | i | i | 3 | i | i | i | i | i | i | i | i
CCOC(=O)CN1CCc2c(C)nc3c(-c4ccc(OC)c(OC)c4)cnn3c21 | i | i | -9 | i | i | i | i | i | i | i | i
CC(=O)/C(=N\Nc1ccc(C)cc1)Sc1nncn1C | i | i | 0 | i | i | i | i | i | i | i | i
COc1cc(OC)cc(C(=O)N2CCC(C(=O)Nc3ccc4c(c3)OCCO4)CC2)c1 | i | i | 2 | i | i | i | i | i | i | i | i
Cc1cc(C)c2ccc3c(C)c(C)n(C)c3c2n1 | i | i | 0 | i | i | i | i | i | i | i | i
COC(=O)c1ccc(OC)c(NS(=O)(=O)c2ccc(-n3cnnn3)cc2)c1 | i | i | -10 | i | i | i | i | i | i | i | i
COc1ccc(CNCCC(c2ccc(F)cc2)c2ccc(OC)cc2)cc1 (stereo unspecified) | i | i | -7 | i | i | i | i | i | i | i | i
O=C(CSc1ncnc2c1cnn2CCc1ccccc1)Nc1cccc(C(F)(F)F)c1 | i | i | 27 | i | i | i | i | i | i | i | i
CCOc1ccc(NC(=O)C2CCCN(S(=O)(=O)c3ccc4[nH]c(=O)ccc4c3)C2)cc1 (stereo unspecified) | i | i | 12 | i | i | i | i | i | i | i | i
CCCCN(CC)CCNC(=O)Cn1cc2c(n1)-c1c(oc(C(=O)N3CCCC3)c1C)CC2 | i | i | 0 | i | i | i | i | i | 125* | i | i
Cc1ccc(S(=O)(=O)NCCC(=O)N2CCN(S(=O)(=O)c3ccccc3)CC2)cc1C | i | i | -16 | i | i | i | i | i | i | i | i
Cc1ccc(C(=O)NC(=S)Nc2ccc(Oc3ccc(Cl)cc3)cc2)cc1 | i | i | -3 | i | i | i | i | i | i | i | i
O=[N+]([O-])c1ccc(P(=O)(Cc2ccccc2)c2ccccc2O)cc1 (stereo unspecified) | i | i | 6 | i | i | i | i | i | i | i | i
CN(C)c1ccc(Nc2nc(N)c3ccccc3n2)cc1 | i | i | 37 | i | i | i | i | i | i | -7.3* | i
CS(=O)(=O)N1CCn2c1nc1ccccc12 | i | i | -6 | i | i | i | i | i | i | i | i
O=C(NC(=S)Nc1ccc2oc(-c3ccncc3)nc2c1)c1ccccc1F | i | i | -2 | i | i | i | i | i | i | i | i
COc1ccc(Cn2c(CCCO)nc3ccccc32)cc1OC | x | x | 1 | i | i | i | i | x | x | x | i
Cc1ccc(/C=C/C(=O)CCC(=O)O)cc1 | i | i | 7 | i | i | i | i | i | i | i | i
COc1ccc(S(=O)(=O)N2CCC(C(=O)NC3CC(C)(C)NC(C)(C)C3)CC2)cc1 | i | i | -2 | i | i | i | i | i | i | i | i
CC1CC(NC(=O)Cc2ccc(Br)cc2)CC(C)(C)C1 (stereo unspecified) | i | i | 2 | i | i | i | i | i | i | i | i
New compounds follow:
SMILES | TRPC4 inh | TRPC6 activator | SKKanGAS inh | MrgX1 antagonist | MrgX1 ag | TMEM16A act | MrgX1 PAM | TRPC4 potent | TRPC4 act | TRPC6 inh | ANO1 block
CSCC[C@H](NC(=O)c1cccs1)c1nnc2ccccn12 | i | i | 0 | i | i | i | i | i | i | i | i
CC(C)Sc1oc(-c2ccco2)nc1S(=O)(=O)c1ccc(F)cc1 | i | i | 6 | i | i | i | i | i | i | i | i
CCCCC(=O)NC1(C(F)(F)F)C(=O)Nc2c1c(=O)[nH]c(=O)n2Cc1ccco1 (stereo unspecified) | i | i | 1 | i | i | i | i | i | i | i | i
O=C(CC(C(=O)O)c1ccc(Cl)cc1)c1ccc(Br)cc1 (stereo unspecified) | i | i | 14 | i | i | i | i | i | i | i | i
COc1ccc(C(CNC(=O)/C=C/c2c(Cl)nc3ccccn23)N(C)C)cc1 (stereo unspecified) | i | i | -2 | i | i | i | i | i | 249* | i | i
COc1ccc(/C(C)=N\O)cc1OC | i | i | -2 | i | i | i | i | i | i | i | i
Cc1ccc(C(=O)NNC(=O)Cc2nc3nc(C)cc(C)n3n2)cc1 | i | i | -2 | i | i | i | i | i | i | i | i
COc1ccc(-c2cc(N3CCCC3)n3ncnc3n2)cc1 | i | i | 2 | i | i | x | i | i | i | -6.5* | i
C/C(=N\NC(=O)Cn1ccc(C(F)(F)F)n1)c1ccc(N2CCOCC2)cc1 | i | i | 5 | i | i | i | i | i | i | i | i
COC(=O)C1=C(C)N(CC2CC2)C(=NCc2cc(OC)c(OC)c(OC)c2)N[C@H]1c1ccccc1 | i | i | 0 | i | i | i | i | i | i | i | i
COCCNC(=O)/C(C#N)=C\c1ccc(CNS(=O)(=O)c2ccccc2)o1 | i | i | -14 | i | i | i | i | i | i | i | i
COC1=C/C(=C/c2c(N)n3c(nc2=O)sc2cc(S(C)(=O)=O)ccc23)C=CC1=O | i | i | -3 | i | i | i | 10* | i | i | i | i
Cc1cccc(NC(=O)CSCC(=O)Nc2cc(S(=O)(=O)N3CCOCC3)ccc2OC(C)C)c1 | i | i | 12 | i | i | i | i | i | i | i | i
O=C(CCNC(=O)c1ccc(Br)cc1)NCCCc1ccccc1 | i | i | -15 | i | i | i | i | i | i | i | i
Cc1nc2ccc(NC(=O)c3ccc(N4C(=O)CCC4=O)cc3)cc2s1 | i | i | 2 | i | i | i | i | i | i | i | i
c1ccc(-c2noc(-c3ccccc3-c3ccccc3)n2)cc1 | i | i | 75* | i | i | i | i | i | i | i | i
